Screens (PubChem)
DRD3 agonist = activates the human D3 dopamine receptor | P35462 | D3R DiscoveRx beta-arrestin cells, luminescence, 90 min | max activation, % | hit rate 0.58% among 410,000 | AID 652048; in the data active = max activation above about 30%; note: 0% is about no effect; mostly tested at two doses, the higher about 12 µM
Target sequence (P35462 whole entry, looked up): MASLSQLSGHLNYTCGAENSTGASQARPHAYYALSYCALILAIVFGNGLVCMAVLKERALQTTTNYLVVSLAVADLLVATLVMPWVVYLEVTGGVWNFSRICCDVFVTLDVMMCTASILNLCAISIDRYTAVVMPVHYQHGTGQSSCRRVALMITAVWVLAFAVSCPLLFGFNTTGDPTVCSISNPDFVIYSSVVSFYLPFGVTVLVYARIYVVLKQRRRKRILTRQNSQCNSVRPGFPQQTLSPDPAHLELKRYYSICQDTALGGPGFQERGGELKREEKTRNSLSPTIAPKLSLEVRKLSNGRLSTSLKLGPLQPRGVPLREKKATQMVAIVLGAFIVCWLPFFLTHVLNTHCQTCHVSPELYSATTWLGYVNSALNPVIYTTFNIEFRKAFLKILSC
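Cells at 1500/well, incubated overnight, then treated with pinned compounds (dopamine as control) for 90 min at 37 degrees C. DiscoveRx reagent added for 30 - 60 minutes at room temperature; luminescence read.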
KB-V1 cytotox = kills drug-selected multidrug resistant KB-V1 cells. KB-V1 MDR cells viability, CellTiter-Glo, 72 h. Potency, µM (doses to about 46.1 µM), inactives show at the highest dose activity change, negative = cytotoxicity, usual class: cytotoxic. hit rate 3.4% among 400,000. AID 1347076; note: potency is the fitted concentration of half-maximal effect; % is set by controls: 0 for no effect and ±100 for the full control effect; nearly all actives have a fitted effect of over 60% in size
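Cytotoxicity toward P-gp-expressing KB-V1 cells was determined as loss of CellTiter-Glo luminescence after 72 h at 37 degrees C. Compounds were tested in quantitative HTS format across a concentration range, with curves fitted to normalized data.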
IL-1B inflam inh = inflammasome signaling inhibition, IL-1 beta readout; AID 743279; hit rate 4.7% among 360,000; THP-1 LPS/ATP IL-1B secretion, AlphaLISA, 16 h; stronger effect = lower value; activity change, % at 57.5 µM; in the data active = activity change below about -50%; inconclusive = mostly about -30% to -49%; note: % is set by controls: 0 for no effect and ±100 for the full control effect
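Secreted IL-1B measured by AlphaLISA bead assay after 16 h compound exposure of THP-1 cells; compounds (final up to 57.5 uM) added 1 h before LPS (250 ng/mL) and ATP (1.25 mM) stimulation; lower signal means less secretion.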
HT1080 IDH1KD tx = kills HT-1080 cells with IDH1 knockdown; HT-1080 IDH1 knockdown viability, ATP luminescence, 48 h; Potency, µM (doses to about 46.1 µM), inactives show top-dose activity, negative = toxicity, most hits filed as cytotoxic; hit rate 2% among 360,000;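 note: potency is the fitted concentration of half-maximal effect; 0% = DMSO wells and -100% = cell-free medium wells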
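HT-1080-IDH1KD cells (IDH1 knocked down), 750/well in RPMI with 5% FBS, treated with compound 48 h at 37 degrees C. Viability by CellTiter-Glo luminescence, normalised to DMSO and no-cell wells; concentration-response curves classed.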
GLP1R ag = activates the human GLP-1 receptor; P43220; HEK293 GLP-1R CRE-luciferase, luminescence, 4-6 h; cells express a hypersensitive GLP-1R form; Potency, µM (doses to about 45.6 µM), inactives show at the top dose activation, actives largely listed as activators; hit rate 0.007% among 380,000; note: potency is the fitted concentration of half-maximal effect; % of control where 0% means no effect
Target sequence (P43220 whole entry, looked up): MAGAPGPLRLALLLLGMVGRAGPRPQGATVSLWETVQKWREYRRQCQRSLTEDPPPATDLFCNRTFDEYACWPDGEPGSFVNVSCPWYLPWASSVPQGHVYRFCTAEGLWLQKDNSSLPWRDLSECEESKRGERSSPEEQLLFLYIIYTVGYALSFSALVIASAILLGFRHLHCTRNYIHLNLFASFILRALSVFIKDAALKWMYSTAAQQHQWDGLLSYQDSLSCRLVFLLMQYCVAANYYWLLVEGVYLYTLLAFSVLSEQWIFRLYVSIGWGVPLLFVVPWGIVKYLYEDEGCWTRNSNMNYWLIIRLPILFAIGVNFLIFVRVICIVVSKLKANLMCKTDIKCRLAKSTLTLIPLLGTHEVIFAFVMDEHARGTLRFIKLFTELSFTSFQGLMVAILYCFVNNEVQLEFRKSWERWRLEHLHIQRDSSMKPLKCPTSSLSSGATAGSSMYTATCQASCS
HT1080-NT tox = kills 2HG-producing HT-1080-NT fibrosarcoma cells. AID 686970. Potency, µM (series often up to 46.1 µM), inactives show at the top dose activity, negative = less viability, hits mostly cytotoxic. HT-1080-NT fibrosarcoma viability, CellTiter-Glo ATP luminescence, 48 h. hit rate 1.6% among 360,000;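 note: NT is the 2HG producing partner of a matched IDH1 knockdown line; potency is the fitted concentration of half-maximal effect; 0% = DMSO-treated cells and -100% = media-only wells without cells; nearly all actives have a fitted effect of over 55% in size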
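A 48-hour cytotoxicity screen used HT-1080-NT cells plated 2 hours before compound delivery. ATP-based CellTiter-Glo luminescence measured viability, normalized to DMSO and no-cell controls.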
DRD3 antagonist = D3 dopamine receptor (human) antagonism; hit rate 2.5% among 360,000; P35462; D3R cells, DiscoveRx beta-arrestin luminescence, antagonist mode; stronger effect = lower value; max response, negative = inhibition, %; in the data active = max response below about -50%; inconclusive = no clear call, values can overlap the other calls; note: % is set by controls: 0 for no effect and ±100 for the full control effect; mostly tested at two doses, the higher about 12 µM
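Cells expressing the human receptor were seeded at 1500 cells/well, incubated overnight at 37 degrees C in 5% CO2, then exposed to library compounds with dopamine controls for 90 minutes at 37 degrees C before luminescent detection.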
KB-3-1 cytotox = kills parental KB-3-1 adenocarcinoma cells; KB-3-1 viability, CellTiter-Glo ATP luminescence, 72 h; hit rate 1.4% among 400,000; Potency, µM (series often up to 46.1 µM), inactives show top-dose activity change, negative = cytotoxic, usual class: cytotoxic; note: potency is the fitted concentration of half-maximal effect; % is set by controls: 0 for no effect and ±100 for the full control effect; nearly all actives have a fitted effect of over 60% in size
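Parental KB-3-1 adenocarcinoma cells in phenol-red-free DMEM with 10% FBS were pin-treated with compounds at several concentrations, incubated 72 h at 37 °C, and viability read by CellTiter-Glo luminescence; concentration-effect curves were fitted after normalization.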
SW480 rerep = inducers of DNA re-replication in SW480 colon cancer cells. SW480 DNA re-replication, Hoechst DNA content imaging, 48 h. Potency, µM (top dose mostly 46.1 µM), for inactives: top-dose re-replication activation, actives largely listed as activators. hit rate 1.8% among 340,000; note: potency is the fitted concentration of half-maximal effect; % of control where 0% means no effect; nearly all actives have a fitted effect of over 55% in size
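250 cells/well; 23 nL cpd via pin tool; 48 hr, 37 C, 5% CO2; Hoechst 40 min; imager read of total nuclear intensity, ex 405/em 500-530 nm.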
* = called active by the depositor; ? = inconclusive; nt = not tested or not shown; [ ] = dose if it differs, or a comment. Unless noted, calls come from the whole dose curve; as a rule, active = well fitted curve in the direction sought with a large enough effect; inconclusive = small, poorly fitted or top-dose-only effect, or another doubt; inactive = no such curve, though single readings can be large; an effect the other way counts as inactive or inconclusive.

Structure,DRD3 agonist,KB-V1 cytotox,IL-1B inflam inh,HT1080 IDH1KD tx,GLP1R ag,HT1080-NT tox,DRD3 antagonist,KB-3-1 cytotox,SW480 rerep
Cc1occc1C(=O)N/N=C/c1ccc(-c2ccccc2)cc1,-9.8,13µM*,?,6.51µM*,3.1%,9.2µM*,-15.0,20.6µM*,17.5%
CC(C)CN(C(=O)C1=COCCO1)c1c(N)n(Cc2ccccc2)c(=O)[nH]c1=O,1.6,?,7.1,2.1%,-10.3%,0.7%,29.5,1.9%,nt
CCC(CC)N1CCN(CCc2ccccc2)C(CCO)C1 (configuration not stated),-10.1,-12.8%,-2.4,10.8%,12.8%,3.6%,3.7,23.5%,-3.9%
CC(=O)Nc1ccc(C(=O)OCC(=O)c2ccc(F)cc2)cc1,0.1,19.2%,-3.7,9.6%,-1.1%,8.4%,-8.8,5.0%,-7.9%
Cc1nc2c(-c3ccc(F)cc3)c(C)nn2c(N2CCOCC2)c1C,2.6,-13.5%,-11.6,-12.8%,27.6%,-11.9%,69.5,-9.8%,?
O=C(CSc1ccccc1)Nc1nccs1,15.8,?,10.7,18.1%,7.8%,25.3%,-15.5,-0.6%,-3.2%
CCOc1ccc(NS(=O)(=O)c2ccc(C(=O)NCc3ccccn3)cc2)cc1,6.3,?,1.6,-7.3%,16.1%,3.5%,5.3,-15.1%,-1.0%
CC(=O)Oc1ccc(Cl)cc1CN(C(C)=O)C1CCCCC1,-10.4,-14.8%,?,-15.3%,5.8%,-22.6%,-15.7,-17.4%,-5.8%
Cc1cc(=O)[nH]c(N2CCN(Cc3ccccc3)CC2)n1,1.1,-26.4%,0.5,-1.4%,-10.7%,0.1%,-6.9,0.4%,-4.2%
CCn1c(Cc2ccccc2)nnc1SCC(=O)Nc1ccc(S(N)(=O)=O)cc1,-4.3,-0.8%,-2.2,-0.6%,6.8%,9.9%,10.4,8.4%,0.4%
CCN(C(=O)CSc1n[nH]c(N)n1)c1cccc2ccccc12,1.4,-2.8%,4.5,16.7%,4.8%,4.8%,11.4,10.6%,2.8%
COC(=O)[C@@]1(Cc2ccccc2)C=C[C@@H](C)N1C(C)=O,13.3,0.0%,21.6,10.9%,4.0%,1.7%,2.8,0.0%,0.4%
COc1ccc(C)c(Cn2c(-c3nonc3N)nc3ccccc32)c1,-7.5,2.31µM*,0.0,5.17µM*,0.5%,?,-18.6,2.31µM*,5.17µM*
CCOc1cc(NC(=S)NC)c(OCC)cc1NC(=O)c1ccco1,3.5,-13.5%,-5.9,4.3%,0.0%,10.0%,7.2,14.2%,2.1%
COc1cc(/C=N/NC(=O)c2ccncc2)cc(OC)c1OC,-3.6,-0.4%,22.9,6.8%,-1.1%,17.1%,2.2,8.0%,-0.3%
COc1ccccc1NC(=O)COc1ccc(C(=O)NCc2ccccc2)cc1OC,-4.3,-22.2%,?,-13.9%,-5.6%,-3.3%,21.7,?,3.0%
O=C1CN(C(=O)COC(=O)COc2ccccc2)c2ccccc2N1,0.3,-2.8%,0.2,-1.3%,-4.9%,19.5%,-4.7,-2.0%,1.6%
O=C(Nc1ccn(Cc2ccccc2)n1)c1ccc2c(c1)OCO2,10.2,-17.9%,7.8,3.6%,12.1%,2.1%,-11.4,0.0%,-0.5%
Cc1ccc(C(=O)NNC2=NCCC2)cc1,-6.0,0.8%,12.2,?,-7.1%,5.1%,-11.5,-1.4%,6.3%
Cc1ccc(C2C3C(=O)N(c4ccc(C)cc4)C(=O)C3N3CCCN23)cc1 (configuration not stated),1.9,11.8%,14.4,3.2%,-0.5%,-1.2%,6.8,3.4%,4.4%

Part of the list above, with values under each structure.
Sequence of screens: DRD3 agonist | KB-V1 cytotox | IL-1B inflam inh | HT1080 IDH1KD tx | GLP1R ag | HT1080-NT tox | DRD3 antagonist | KB-3-1 cytotox | SW480 rerep
> CCOc1cc(NC(=S)NC)c(OCC)cc1NC(=O)c1ccco1
    3.5 | -13.5% | -5.9 | 4.3% | 0.0% | 10.0% | 7.2 | 14.2% | 2.1%
> CCN(C(=O)CSc1n[nH]c(N)n1)c1cccc2ccccc12
    1.4 | -2.8% | 4.5 | 16.7% | 4.8% | 4.8% | 11.4 | 10.6% | 2.8%

The results go on:
Structure,DRD3 agonist,KB-V1 cytotox,IL-1B inflam inh,HT1080 IDH1KD tx,GLP1R ag,HT1080-NT tox,DRD3 antagonist,KB-3-1 cytotox,SW480 rerep
CCS(=O)(=O)Nc1ccc(-c2nnc(SCC(=O)c3ccc(NC(C)=O)c(OC)c3)o2)cc1,1.0,0.0%,6.4,14.6%,-1.4%,0.4%,-9.3,13.7%,-3.4%
CN(c1ccc(C(=O)NCCC2=CCCCC2)cc1)S(C)(=O)=O,-3.3,?,6.7,-2.3%,-12.5%,-1.0%,4.4,-4.7%,-0.3%
Cc1nc2c3c(sc2c(=O)[nH]1)NC(=O)CC3c1ccccc1Cl (configuration not stated),4.1,-18.0%,30.1,1.1%,7.3%,2.4%,2.2,1.1%,-30.7%
Cc1ccc(S(=O)(=O)N(C)C)cc1NC(=O)COC(=O)CCC(=O)c1ccc(F)cc1,-1.6,22.2%,32.5,11.8%,6.6%,11.1%,20.0,14.0%,-1.8%
Cc1cccc(C2Nc3cccc4cccc(c34)N2)c1,2.7,12.3%,9.4,-0.3%,-3.5%,-14.2%,-8.0,-0.5%,0.6%
CCOC(=O)N1CCN(C(=O)c2cn(CC)c3ccc(S(=O)(=O)N4CCCCC4)cc3c2=O)CC1,1.8,?,-3.2,-1.0%,0.0%,1.1%,7.8,-3.5%,-6.6%
COc1ccc(Nc2ccccc2N)cc1,-1.2,?,-50.4*,?,0.1%,-13.1%,-19.3,?,12.1%
Cc1nn(-c2ccccc2)c(Cl)c1/C=N\NC(=O)c1cncc(Br)c1,3.8,-7.3%,9.5,6.8%,2.1%,4.3%,-2.1,-2.1%,-0.8%
Nc1nc(C(F)(F)F)cc(=O)n1N,7.0,?,-9.6,9.2%,6.2%,12.6%,2.0,?,-10.5%
CCCNC(=O)NC(=O)CSc1nc(C)cs1,4.1,-1.5%,-0.5,6.7%,8.6%,4.3%,4.9,-5.3%,-26.1%
CN(Cc1ccccc1)S(=O)(=O)c1ccc(OCC(=O)NCc2ccccn2)cc1,2.5,-19.9%,24.2,-7.4%,3.6%,-1.5%,15.6,-0.3%,-28.1%
COC(=O)c1c(NC(=O)c2cccc([N+](=O)[O-])c2)sc(C(N)=O)c1C,-4.5,-17.3%,3.0,?,0.5%,?,-21.5,?,-14.4%
CCCc1c(OCCCOc2ccc(OCC(=O)O)cc2)ccc(C(C)=O)c1O,9.0,8.1%,24.4,12.0%,2.7%,19.0%,10.6,0.0%,?
Cn1c(=O)c2c(nc(CN3CCN(CCO)CC3)n2Cc2ccccc2Cl)n(C)c1=O,27.1,4.9%,-10.9,0.1%,4.5%,-12.5%,13.7,3.4%,-7.3%
Cc1nnc(NC(=O)CSc2nnc(CNC(=O)c3ccccc3)o2)s1,5.5,?,0.0,18.2%,-9.4%,3.2%,6.1,19.1%,-11.0%
COc1cc(/C=N/Nc2nc3ccccc3s2)ccc1OC(=O)c1ccccc1F,3.0,?,-71.2*,?,12.4%,-17.8%,-2.5,?,?
COc1cccc(C(=O)Cn2c(Br)nc3c2c(=O)n(C)c(=O)n3C)c1,-12.1,?,27.6,2.5%,-4.7%,7.5%,35.4,-0.8%,0.4%
COc1c(Cl)cc(C(=O)O)cc1Cl,5.3,0.0%,27.7,-4.9%,-1.6%,-0.1%,18.4,0.0%,-0.3%
CN(CCc1ccccn1)C(=O)CC1C(=O)NCCN1Cc1ccccc1C(F)(F)F (configuration not stated),2.0,3.5%,11.4,5.4%,0.1%,15.2%,7.2,10.3%,-7.4%
O=C(N1CCN(c2ccccc2F)CC1)C12CC3CC(CC(C3)C1)C2,-0.8,18.4µM*,5.0,-1.7%,1.6%,1.4%,16.2,-25.9%,10.7%
O=C(NC(=S)Nc1cccc([N+](=O)[O-])c1)c1ccccc1,0.6,2.9%,60.3,3.7%,-2.6%,10.8%,-1.7,0.9%,-7.5%
O=C(NC1CCCc2c1cnn2-c1ccc(F)cc1F)c1csnn1 (configuration not stated),-5.8,?,20.1,1.0%,3.8%,2.4%,-1.7,-9.0%,-2.5%
O=C(NCC(O)CO)c1csc(Nc2cccc3ccccc23)n1 (configuration not stated),2.6,15.5%,12.7,-14.1%,3.9%,-19.8%,-7.3,-8.7%,-34.1%[inhibitor]
CN(C)S(=O)(=O)n1cc(/C=C(\NC(=O)c2ccccc2Cl)C(=O)NCCCN2CCOCC2)c2ccccc21,10.6,?,0.0,-15.3%,-1.9%,-16.1%,15.9,13.5%,22.7%
COc1ccc(-n2c(C)c([N+](=O)[O-])c3ccc(O)c(CN(C)C)c32)cc1,-12.5,-21.8%,-59.4*,-3.9%,-22.2%,1.0%,0.0,-10.6%,?
CCSc1cc(C)nc2ncnn12,4.9,10.2%,8.2,5.2%,-0.2%,5.4%,6.6,5.3%,1.5%
